AmpC inh detg: blocks E. coli AmpC beta-lactamase in detergent assay; P00811; actives 0.041% (n = 370,000); AmpC hydrolysis of nitrocefin, absorbance 480 nm, 0.01% Triton; AID 485294; Potency, µM (series often up to 114 µM), for the others: at the highest dose activity change, negative = inhibition, hits mostly inhibitors;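 note: potency is the fitted concentration of half-maximal effect; 0% = no-compound wells and -100% = no-enzyme wells; nearly all actives have a fitted effect of over 25% in size; some results filed as inactive show a strong effect at the top dose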
Target sequence (P00811 whole entry, looked up): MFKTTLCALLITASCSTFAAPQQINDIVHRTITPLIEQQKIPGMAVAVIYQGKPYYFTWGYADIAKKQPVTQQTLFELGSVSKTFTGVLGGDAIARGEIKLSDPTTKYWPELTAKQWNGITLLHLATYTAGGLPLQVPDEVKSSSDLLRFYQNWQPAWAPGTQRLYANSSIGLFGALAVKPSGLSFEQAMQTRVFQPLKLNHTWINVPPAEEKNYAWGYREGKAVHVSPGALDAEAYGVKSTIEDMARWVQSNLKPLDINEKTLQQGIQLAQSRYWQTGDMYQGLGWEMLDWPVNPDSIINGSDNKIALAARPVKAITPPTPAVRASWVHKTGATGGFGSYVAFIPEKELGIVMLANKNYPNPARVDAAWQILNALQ
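20 mM phosphate pH 7.0 + 0.01% (detergent screen) or 0.0001% Triton X-100; 5.3 nM AmpC reagent; cpd preinc 15 min RT; nitrocefin (800 uM stock) to start; A480 q20 s × 4 min; Activity was normalised to no-enzyme and no-compound control wells.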
Sm TGR inh: blocks Schistosoma mansoni thioredoxin glutathione reductase. Potency, µM (series often up to 114 µM), inactives show at the highest dose activity change, negative = inhibition, hits mostly inhibitors. AID 485364. Q962Y6. actives 3% (n = 360,000). purified TGR, DTNB reduction, TNB absorbance 405 nm; note: potency is the fitted concentration of half-maximal effect; nearly all actives have a fitted effect of over 60% in size
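TGR 20 nM + NADPH 100 uM (dispensed conc.), cpd preinc 15 min RT; start with NADPH (500 uM addition) then DTNB (15 mM addition). Kinetic TNB absorbance, 405 nm filter. Four-parameter Hill fit across titration.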
HCMV inh: inhibitors of human cytomegalovirus; HFF cells, HCMV-luciferase reporter, 72 h; stronger effect = lower value; activity change, negative = inhibition, % at 57.5 µM; actives 4.5% (n = 410,000); AID 1259415; in the data active = activity change below about -60%; inconclusive = no clear call, values can overlap the other calls; inactive = above about -39%
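Compounds were evaluated in HFFs infected with an HCMV luciferase reporter virus (MOI 1 PFU/cell). Luciferase in lysates collected 72 h post infection served as the replication measure.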
AmpC inh no detg: inhibitors of E. coli AmpC beta-lactamase without detergent | AID 485341 | AmpC nitrocefin hydrolysis, absorbance 480 nm, 0.0001% Triton | Potency, µM (doses to about 57.1 µM), inactives show top-dose activity change, negative = inhibition, actives largely listed as inhibitors | actives 0.52% (n = 330,000) | P00811;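 note: potency is the fitted concentration of half-maximal effect; plate controls were no compound for no effect and no enzyme for full effect; nearly all actives have a fitted effect of over 20% in size; some results filed as inactive show a strong effect at the top dose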
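20 mM phosphate pH 7.0 + 0.01% (detergent screen) or 0.0001% Triton X-100; 5.3 nM AmpC reagent; cpd preinc 15 min RT; nitrocefin (800 uM stock) to start; A480 q20 s × 4 min; Activity was normalised to no-enzyme and no-compound control wells.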
Tb PYK inh: T. brucei pyruvate kinase inhibition. Q57TT1. TbPYK enzyme, Kinase-Glo Plus ATP luminescence, 45 min. Potency, µM (highest dose often 76.8 µM), for the others: at the top dose activity, negative = inhibition, hits mostly inhibitors. actives 0.12% (n = 410,000). AID 624173; note: potency is the fitted concentration of half-maximal effect; nearly all actives have a fitted effect of over 50% in size
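In this concentration-response screen, enzyme-free wells defined baseline while DMSO plates tracked drift. Each reaction combined TbPYK, substrate, compound and 130 uM ADP for 45 min at room temperature. Kinase-Glo Plus luminescence gave the signal.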
AMA1-RON2 inh: inhibitors of Plasmodium falciparum AMA1-RON2 interaction; AlphaScreen AMA1-biotinylated RON2 peptide binding; Potency, µM (top dose mostly 58.2 µM), without a hit: at the top dose activity change, negative = inhibition, actives largely listed as inhibitors; actives 0.2% (n = 360,000);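 note: potency is the fitted concentration of half-maximal effect; 0% = vehicle wells and -100% = peptide control; nearly all actives have a fitted effect of over 45% in size; some results filed as inactive show a strong effect at the top dose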
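AMA1 (3D7) with his tag at 25 nM final met compounds first, then biotinylated RON2 peptide at 25 nM; detection used donor plus acceptor beads, 10 µg/mL apiece, read by AlphaScreen after 30 min at room temperature.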
LmPK inh: LmPK (Leishmania mexicana) enzyme inhibition. Q27686. purified LmPK, Kinase-Glo ATP luminescence, 1 h. Potency, µM (series often up to 57.5 µM), without a hit: at the top dose activity change, negative = inhibition, most hits filed as inhibitors. actives 0.37% (n = 290,000); note: potency is the fitted concentration of half-maximal effect
Target sequence (Q27686 whole entry, looked up): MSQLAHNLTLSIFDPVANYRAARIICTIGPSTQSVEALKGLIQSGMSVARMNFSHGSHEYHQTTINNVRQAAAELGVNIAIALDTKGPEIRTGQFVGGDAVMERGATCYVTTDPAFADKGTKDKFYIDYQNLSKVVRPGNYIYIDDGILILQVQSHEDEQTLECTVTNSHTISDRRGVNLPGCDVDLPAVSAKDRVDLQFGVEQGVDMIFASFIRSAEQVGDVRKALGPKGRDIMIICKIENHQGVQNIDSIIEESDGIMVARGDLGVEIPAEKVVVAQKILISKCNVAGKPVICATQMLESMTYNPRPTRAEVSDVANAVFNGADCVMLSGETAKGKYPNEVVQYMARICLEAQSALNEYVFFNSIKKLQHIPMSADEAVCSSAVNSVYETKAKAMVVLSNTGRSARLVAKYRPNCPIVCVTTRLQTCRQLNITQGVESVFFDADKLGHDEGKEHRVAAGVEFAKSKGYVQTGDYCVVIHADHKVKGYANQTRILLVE
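ATP generated from ADP (0.1 mM) and PEP (0.5 mM) by 0.1 nM LmPK over 1 h at room temperature (pH 7.2 imidazole buffer) was detected by coupled luciferase luminescence. Values were normalized to uninhibited and no-enzyme wells.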
* = called active by the depositor; ? = inconclusive; · = not tested or not shown; [ ] = another dose, or the depositor's remark. Unless noted, calls come from the whole dose curve; as a rule, active = well fitted curve in the direction sought with a large enough effect; inconclusive = small, poorly fitted or top-dose-only effect, or another doubt; inactive = no such curve, though single readings can be large; an effect the other way counts as inactive or inconclusive. Unless noted, % is set by controls: 0 for no effect and ±100 for the full control effect.

mol,AmpC inh detg,Sm TGR inh,HCMV inh,AmpC inh no detg,Tb PYK inh,AMA1-RON2 inh,LmPK inh
Cc1ccc(-c2nc(S(=O)(=O)c3ccccc3)c(SCC(=O)NC3CCCCC3)o2)cc1,6%,-5%,-10,·,4%,·,·
CCc1ccc(-n2c(SC(CC)C(=O)N(CC)CC)nc3n[nH]c(C)c3c2=N)cc1 (stereo not given),2%,-1%,-84*,·,1%,·,·
C[C@H](O)[C@@H]1CN2CCc3c([nH]c4ccc(-c5ccc6c(c5)OCO6)cc34)[C@@H]2C[C@@H]1N(C)C(=O)Nc1cc(Cl)cc(Cl)c1,·,·,?,·,0%,-7%,·
Cc1ccc(C(=O)/C=C/c2cn(CN3CCN(C)CC3)c3ccccc23)cc1,-5%,23%,21,-19%,-7%,3%,3%
CCc1nc2c(OCC3CCCCC3)cccn2c1N(C=O)Cc1ccc(OC)cc1,·,·,21,·,2%,-11%,·
COC(=O)Cn1c(CCS(=O)(=O)c2ccc(Cl)cc2)nc2ccccc21,4%,6%,-15,-2%,-1%,-9%,3%
O=C(c1cc2c(s1)-c1ccccc1OC2)N1CCC2(CC1)OCCO2,-1%,-8%,117,86%[activator],-9%,-5%,-24%
CCCSc1nc2c(cnn2-c2ccccc2)c(=O)[nH]1,9%,-4%,-23,-31%,-5%,-10%,-1%
COc1cc(/C=N/Nc2cccc(C)c2)ccc1OC(=O)c1ccco1,-14%,-17%,24,-45%,1%,-4%,-1%
O=[N+]([O-])c1cc(-c2nc(-c3ccncc3)no2)ccc1Cl,?,2%,-64*,-24%,-9%,-7%[2.32 µM],-3%
CCOC(=O)c1ccc(NC(=O)CSc2nc(-c3cccs3)cc(C(F)(F)F)c2C#N)cc1,17%,-5%,-18,·,2%,·,·
CCCCNC(=O)CC1N=C2c3ccccc3N=C(SCC(=O)Nc3ccccc3C)N2C1=O (stereo not given),-14%,2%,54,-5%,5%,14%,-2%
COc1ccc(OC)c(-c2csc(NC(=O)C3COc4ccccc4O3)n2)c1 (stereo not given),1%,-2%,-7,-38%,-9%,0%,3%
CN(Cc1nc2ccccc2n1C)S(=O)(=O)c1ccc(Cl)cc1,3%,3%,-33,3%,-21%,8%,2%
COc1ccc2[nH]c(C(=O)NCCCn3ccnc3)cc2c1,3%,-3%,·,0%,-22%,9%,2%
OC(CN1CCC(Cc2ccccc2)CC1)c1ccccc1 (stereo not given),8%,13%,-2,-7%,-7%,1%,7%
CC(=O)NC(CC(=O)OCC(=O)Nc1cc(S(=O)(=O)N2CCCCC2)ccc1C)c1ccccc1 (stereo not given),·,·,-2,49%,-4%,-5%[11.6 µM],·
Cc1ccnc(NS(=O)(=O)c2ccc(N3C(=O)c4ccccc4C3=O)cc2)n1,-2%,-3%,-12,0%,0%,-3%,0%
Cc1cccc(OC(=O)c2cccnc2)c1C,-9%,0%,6,-16%,-1%,0%,8%
CCOC(=O)CN(C(=O)COC(=O)C1(c2ccccc2)CC1)c1ccc(F)cc1,-2%,-2%,-6,91%[activator],-7%,1%,·
CC(=O)c1sc(Nc2nc3cc4c(cc3s2)OCO4)nc1C,2%,?,16,-15%,-4%,-5%,0%
CCCCN(CC)C(=O)CN1C(=O)c2ccccc2C1=O,0%,0%,18,-9%,4%,2%,1%
CCN1CCN(CCNC(=O)CCCn2nc(C)c3c(C)n(-c4ccc(C)cc4)nc3c2=O)CC1,-4%,2%,-67*,21%,-1%,-4%,-3%
COc1ccc(CN(C)C(=O)CNC(=O)c2ccc3ccccc3c2)c(OC)c1,-4%,?,-8,34%,-7%,-1%,-7%
c1csc(-c2nc(NCC3CCCO3)c3ccccc3n2)c1 (stereo not given),0%,4%,-22,-20%,-3%,-4%,1%
CCc1ccc2nc(N3CCC(C(=O)NCCC(C)C)CC3)sc2c1,3%,-4%,82,·,-12%,·,·
CS(=O)(=O)N1CCc2cc(C(=O)Nc3ccc(Cl)cc3)ccc21,?,-15%,0,-16%,-4%,0%,1%
O=C(Nc1cc2c3c(c1)CC(=O)N3CCC2)c1ccc(Br)cc1,?,4%,0,-17%,-10%,-12%,·
Cc1cc(C)cc(N(C(C)C(=O)N2CCCCC2)S(C)(=O)=O)c1 (stereo not given),-9%,0%,-22,3%,3%,4%,-3%
C=CCOc1ccc(/C=C/C(=O)OCC(=O)NC(C)c2ccc(F)cc2)cc1 (stereo not given),-12%,-7%,-10,-16%,0%,-11%,·
CCCCN(C=O)c1c(CC)nc2c(OCC(=O)c3ccc(F)cc3)cccn12,·,·,33,·,-7%,24%,·
CC(C)(C)NC(=O)CN(C(=O)c1ccc(Cl)nc1)c1cccc2ccccc12,-6%,5%[57.1 µM],-27,23%,6%,11%,0%
O=C(Nc1ccc2c(c1)OCO2)C1CC(c2c(F)cccc2Cl)=NO1 (stereo not given),-4%,-1%,-22,-19%,0%,-7%,3%
CC(C)(C)NC(=S)NC1CC1,1%,4%,9,-4%,1%,7%,-4%
CCOC(=O)c1cnc(-n2nc(C)cc2C)nc1Nc1ccc(C)cc1,-7%,1%,26,1%,-4%,8%,1%
CCOc1ccc(NC(=O)Cn2nc(Cc3ccncc3)c3ccccc3c2=O)cc1,-9%,-12%,-18,·,5%,·,·
CC1CCCCN1C(=S)Nc1ccc(OC(F)F)cc1 (stereo not given),-10%,9%,?,-18%,-13%,-7%[2.32 µM],-3%
Nc1cccc2cc(S(=O)(=O)O)ccc12,·,·,14,·,-28%,-12%,·
CN1CCN(NC(=S)Nc2ccc(OC(F)F)cc2)CC1,-7%,-27%,-31,-14%,-9%,4%,0%
N#Cc1ccc(CN2CCN(C(=O)C3CC(=O)N(c4ccc5c(c4)OCCO5)C3)CC2)cc1 (stereo not given),·,·,3,·,6%,-3%,·
CCCCOC(=O)Cn1c(=N)n(CCN2CCOCC2)c2ccccc21,·,·,15,·,-2%,6%,·
COc1ccc(CCN2CC(C(=O)Nc3ccc(S(C)(=O)=O)cc3)CC2=O)cc1OC (stereo not given),-3%,-3%,-22,-2%,-10%,18%,·
Cc1cc(C)nc(NS(=O)(=O)c2ccc(NC(=O)CCCN3C(=O)c4ccccc4C3=O)cc2)n1,-8%,-3%,0,-18%,-10%,1%,1%
Nn1c(SCc2nc3ccccc3[nH]2)nnc1C1CCCCC1,?,-5%,-7,-5%,-7%,-6%,-3%
Cc1ccc(CNC(=O)c2cc3c(=O)n(Cc4cccnc4)ccc3nc2C)cc1,23%,0%,-15,·,-7%,·,·

Complete entries, quoted from the list. Order of screens: AmpC inh detg | Sm TGR inh | HCMV inh | AmpC inh no detg | Tb PYK inh | AMA1-RON2 inh | LmPK inh
Results for `CCCCN(C=O)c1c(CC)nc2c(OCC(=O)c3ccc(F)cc3)cccn12` : · | · | 33 | · | -7% | 24% | ·
Results for `CC(C)(C)NC(=O)CN(C(=O)c1ccc(Cl)nc1)c1cccc2ccccc12` : -6% | 5%[57.1 µM] | -27 | 23% | 6% | 11% | 0%

New compounds follow.
mol,AmpC inh detg,Sm TGR inh,HCMV inh,AmpC inh no detg,Tb PYK inh,AMA1-RON2 inh,LmPK inh
S=C(NCCc1ccc(Cl)cc1)NC1CCCCC1,2%,13%,60,-40%,-9%,3%,-5%
O=C(COC(=O)c1cccnc1Nc1cccc(C(F)(F)F)c1)NCCN1C(=O)CSC1=O,-9%,-4%,49,110%[activator],-2%,40%[activator],1%
CCN(CC)CCNC(=O)c1ccccc1N,3%,8%,-2,-5%,1%,11%,0%
CC(C)CN(C(=O)COC(=O)c1ccc2ccccc2c1)c1c(N)n(Cc2ccccc2)c(=O)[nH]c1=O,?,-5%,-30,-13%,-3%,7%,·
CCc1ccc(OCC(=O)OCC(=O)NCCNC(=O)COC(=O)COc2ccc(CC)cc2)cc1,3%,0%,·,52%,-9%,-2%,-7%
CC(C)C(=O)N[C@@H]1c2ccccc2CC[C@@H]1OCc1ccccc1,·,·,-82*,-11%,5%,0%,·
CCN(C(=O)c1cc2c(=O)oc3ccc(C)cc3c2s1)c1ccccc1F,13%,0%,1,·,6%,·,·
COc1cccc(N2C(=O)CN(Cc3cc(OC)c(OC)c(OC)c3)C2=S)c1,-14%,9%,-25,28%,0%,-6%,4%
CN(C)CCCn1c(=O)n(Cc2ccco2)c(=O)c2c3c(sc21)CCCCC3,4%,35µM*,-23,136%[activator],?,-25%,0%
Clc1ccc2nc(-c3ccncc3)cc(-c3ccccc3)c2c1,-1%,-2%,-10,-6%,-16%,1%[2.32 µM],0%
Cc1ccc(N(CCO)C(=S)Nc2ccccc2)cc1,-9%,7%,43,-22%,-3%,-7%,-1%
Cc1cccc(Sc2c([N+](=O)[O-])ncn2C)c1,-1%,?,37,-20%,0%,5%,3%
Nc1cc2c(cc1Cl)N(Cc1ccccc1)C(=O)CO2,?,-7%,-15,-19%,2%,-1%,·
Cc1nc(N2CCN(Cc3ccccc3)CC2)nc2c1C(=O)CC(C)C2 (stereo not given),-10%,-13%,-37,107%[activator],-2%,23%,1%
O=C(CC(c1ccccc1)c1ccccc1)Nc1nn[nH]n1,2%,1%,140,-2%,1%,-21%,2%
Cc1ccc(S(=O)(=O)N2C[C@@H]3[C@H]4CC[C@H](C4)[C@@H]3[C@@H](C)[C@@H]2c2ccn(Cc3ccccc3)c2)cc1,·,·,?,-22%,-1%,-1%,·
CC(=O)NC(Cc1ccccc1)Cc1ccccc1,1%,3%,-29,-7%,4%,-1%,-6%
COc1cc(-c2nnc3n2N=C(c2ccccc2)CS3)cc(OC)c1OC,-9%,-13%,4,-11%,1%,59%[activator],0%
CCCCN(C(=O)c1cc(Cl)nc2ccccc12)c1c(N)n(CCC)c(=O)[nH]c1=O,·,·,-1,·,-11%,11%,·
O=C(NCc1cccnc1)c1ccc(Cl)c(S(=O)(=O)N2CCOCC2)c1,-14%,0%,-32,-4%,4%,23%,-8%
Cc1ccc(CNC(=O)C2CCCN(c3nc4c(C)cc(C)cc4s3)C2)cc1 (stereo not given),-1%,-1%,14,·,-3%,·,·
Cc1cc(=O)oc2cc(OCC(=O)Nc3ccccc3C(=O)O)ccc12,1%,-5%,0,-15%,2%,-16%,1%

Compound activity (PubChem BioAssay)
